Screens (PubChem)
PhoP GFP inhibition = PhoP regulon inhibitors, Salmonella typhi PhoP promoter GFP reporter, confirmatory (AID 1850). Salmonella Typhi PhoP-promoter GFP reporter, fluorescence, 4 h; higher % means a stronger effect. inhibition, % at 50 µM, or IC50 in µM where a hit was titrated. 310,000 compounds, 0.33% hits; in the data active = a potency from the dose series; inconclusive = inhibition mostly from about 25% at the one dose, without a potency; inactive = the rest, 99 in 100 with inhibition below about 19%;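 also: 0% = induced wells with vehicle and 100% = uninduced wells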
VEEV TC-83 Vero = inhibitors of VEEV TC-83 cytopathic effect, confirmation, Vero cells (AID 588727) | 350,000 compounds, 0.13% hits | inhibition, % at 20 µM, or IC50 in µM where a hit was titrated | Vero cells, VEEV TC-83 cytopathic effect inhibition; higher % means a stronger effect; in the data active = a potency from the dose series; inconclusive = inhibition mostly from about 14% at the one dose, without a potency; inactive = the rest, 99 in 100 with inhibition below about 12%; also: strong numbers were not always called active
M. tuberculosis = growth inhibition of non-replicating M. tuberculosis (AID 488890) | Mycobacterium tuberculosis non-replicating, growth inhibition; higher % means a stronger effect | inhibition, % at 25 µM; hits with a dose series show IC50 in µM | 320,000 compounds, 0.39% hits; in the data active = a potency from the dose series; inconclusive = inhibition mostly from about 82% at the one dose, without a potency; inactive = the rest, 99 in 100 with inhibition below about 76%;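 also: plate controls were DMSO cells for no effect and high antibiotic wells for full effect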
H37Rv inhibition = M. tuberculosis growth inhibition, HTS (AID 449762) | M. tuberculosis H37Rv growth inhibition, 7H9 media; higher % means a stronger effect | one-dose inhibition, % at 25 µM; IC50 in µM for titrated hits | 330,000 compounds, 0.59% hits; in the data active = a potency from the dose series; inconclusive = inhibition above about 70% without an active follow-up result;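 also: bacterial growth assessed after seven days of incubation; strong numbers were not always called active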
influenza NS1A = NS1A inhibition, H1N1 influenza, cell based functional assay (AID 504329); inhibition, % at 12.5 µM; hits with a dose series show IC50 in µM; 340,000 compounds, 0.3% hits; NS1A functional cell-based assay, percent inhibition; higher % means a stronger effect; in the data active = a potency from the dose series; inconclusive = inhibition above about 27% without an active follow-up result; also: strong numbers were not always called active
VEEV TC-83 Vero 10K pilot screen = further read-out of VEEV TC-83 Vero, marked with its call; inhibition, %; measured here: 10K pilot screen inhibition
Active calls of the source: *; i = inactive; ? = inconclusive; nt = not tested or not shown.

SMILES	PhoP GFP inhibition	VEEV TC-83 Vero	M. tuberculosis	H37Rv inhibition	influenza NS1A	others
CCn1c(SCC(=O)Nc2ccc(C)cc2)nnc1-c1cnccn1	-4%	0.7%	33%	3%	0%
CCc1nnc(NC(=O)CSc2nnc(CCc3nc4ccccc4[nH]3)n2C)s1	2%	5.1%	-15%	-10%	3%
CN(C(=O)c1ccc(NC(=O)Cc2cccc(NC(=O)C3CCCN(S(=O)(=O)c4cccc([N+](=O)[O-])c4)C3)c2)cc1)C1CC1 (configuration not stated)	nt	i	nt	nt	-3%
Nc1nc(N)c2[nH]c(=S)[nH]c2n1	nt	0.7%	nt	nt	-1%
CCOC(=O)C1CCN(C(=O)COC(=O)C2CCN(S(=O)(=O)c3ccc4c(c3)OCCO4)CC2)CC1	-3%	1.7%	3%	0%	8%
COc1cc2c(cc1OC)C(NC(=O)C(F)(F)F)CNC2=O (configuration not stated)	-14%	2.5%	-8%	1%	4%
COc1ccc(C)cc1NC(=O)CCC(=O)Nc1ccc2nc(N3CCN(C)CC3)cc(C)c2c1	3%	nt	44%	20%	nt
CCCc1cc(=O)[nH]c(=S)[nH]1	-11%	1.0%	-4%	-5%	6%
FC(F)(F)c1cccc(NCc2cn3cccnc3n2)c1	5%	0.2%	4%	3%	5%
COc1ccc(CNC(=O)C2=CC(c3ccc(C)cc3)=NS(=O)(=O)N2C)cc1	-3%	0.8%	-11%	-8%	6%
COC(=O)c1ccc(/C=C2\Oc3ccccc3NC2=O)cc1	-8%	0.1%	2%	0%	-13%
COc1ccccc1-n1c(=O)c(C#N)c(-c2ccc([N+](=O)[O-])cc2)c2cc(C(=O)c3cc(F)ccc3O)cnc21	-7%	8.5%	31%	14%	3%
O=S(=O)(c1ccc(F)c(F)c1F)N1CCN(C(=S)NCc2ccccc2)CC1	2%	0.8%	9%	-4%	-3%
COCCNC(=S)Nc1ccc2nsnc2c1	-10%	1.3%	43%	-1%	-6%
COc1ccccc1COC(=O)Nc1c(C)nn(C)c1Cl	2%	1.0%	-9%	-6%	-6%
Cc1cc(C)cc(-n2ncc3c2CCCC3NC(=O)c2cc(C)n(C)n2)c1 (configuration not stated)	-5%	11%	1%	-2%	6%
CCC(=O)Nc1ccc2c(c1)ncn2CCc1ccccc1	4%	0.5%	-10%	2%	8%
O=C(CN1CCCN(Cc2ccc(F)cc2Cl)C1=O)NC1CCCCCCC1	1%	i	21%	3%	27%
c1ccc(CNc2cncnc2)cc1	5%	i	3%	0%	-1%
O=C(COc1ccc(Cl)cc1)NCc1nnc(SCC(=O)Nc2ccccc2F)o1	5%	0.4%	1%	2%	14%
CCN(CC)C(=O)c1[nH]cnc1C(=O)Nc1ccc(C)cc1	nt	5.9%	23%	-6%	-22%
CC(=O)Nc1nnc(S(N)(=O)=O)s1	-4%	i	-13%	3%	3%
C=CCOc1ccc(C(=O)Nc2ccc3c(c2)n(C)c(=O)n3C)cc1	4%	0.7%	61%	5%	-2%
Cc1cnc(C(=O)Nc2ccccc2-c2nnn(CC(=O)NC3CCCC3)n2)cn1	-10%	1.9%	12%	1%	13%
Cc1ccc2[nH]c3c(=O)n(Cc4ccco4)cnc3c2c1	0%	0.5%	26%	3%	-10%
O=C(NCCc1cscn1)C1CCC(=O)N(Cc2ccc(Cl)cc2)C1 (configuration not stated)	-14%	1.1%	1%	4%	-12%
COc1ccc([C@H]2/C=C\CN(C(=O)C3CCCC3)[C@@H](C)C(=O)N2Cc2ccc(F)cc2)cc1	-14%	3.0%	34%	-5%	1%
O=C(N/N=C/c1cc(Br)cs1)C(O)c1ccccc1 (configuration not stated)	-3%	1.6%	-5%	2%	19%
O=[N+]([O-])c1ccc(/C=N/Nc2ncc(-c3ccccc3)cn2)cc1	nt	0.3%	nt	nt	0%
Cc1cccc(N2CCN(C(=O)c3cccc(NC4=NC5CS(=O)(=O)CC5S4)c3)CC2)c1C (configuration not stated)	-2%	3.1%	18%	1%	2%
C=CCn1c(COc2ccccc2F)nnc1SCC(=O)Nc1cc(C)on1	0%	0.1%	-17%	0%	0%
Cc1ccccc1NC(=O)Cc1nc(COC(=O)c2ccccn2)cs1	-2%	2.4%	51%	-4%	-3%
COC(=O)C(C)N(c1ccc(C)cc1)S(=O)(=O)c1c(C)[nH]c(=O)[nH]c1=O (configuration not stated)	-11%	0.9%	-1%	4%	9%
CC(=O)C1=C(C)N(Cc2ccccc2)C(=O)N[C@H]1c1ccco1	5%	0.9%	10%	-1%	-9%
Cn1cc(-c2ccc(Cl)cc2)cc(C#N)c1=O	6%	1.5%	-11%	-5%	-4%
O=S(=O)(Nc1ccc(O)c2ccccc12)c1cccs1	4%	0.8%	?	6%	7%
COc1ccc(-n2c(=O)c3c4c(sc3n(CC(N)=O)c2=O)CCCCC4)cc1	-3%	i	13%	1%	8%
Cc1ccc(CNC(=O)c2cc3c(=O)n4ccccc4nc3n(CC3CCCO3)c2=N)cc1 (configuration not stated)	-2%	4.7%	26%	0%	6%
COc1ccc(Nc2ncnc3ccc(Br)cc23)cc1OC	1%	8.5%	-1%	8%	-23%
CCC(=O)/C=C1\Sc2ccc(OC)cc2N1CC	3%	i	25%	2%	3%
COc1ccc(NC(=O)CN2CCC(NC(=O)c3ccc(OC)cc3)CC2)cc1	-6%	i	24%	5%	-6%
Cc1ccc(C(=O)CSc2nnc3c4ccccc4nc(C(C)(C)C)n23)cc1	-13%	0.2%	-7%	5%	-7%
OCCCn1c(CCCNc2nc(-c3cccc(Br)c3)cs2)nc2cc(Cl)c(N3CCCCC3)cc21	-1%	2.6%	31%	7%	-5%
Cc1cc(C(=O)NNC(=S)Nc2ccccc2C)cs1	-6%	i	23%	-17%	0%
COc1ccc(N(CC(=O)NC2CCCCC2)C(=O)CNC(=O)c2ccco2)cc1OC	-1%	1.7%	2%	-4%	7%
COc1ccc(C(c2nnnn2C(C)(C)C)N2CCN(c3nc4ccccc4s3)CC2)cc1OC (configuration not stated)	nt	i	nt	nt	-1%
Cc1cccc(-n2c(C)cc(C=C(C#N)C#N)c2C)c1	2%	0.8%	-13%	0%	10%
COc1ccccc1N1CCN(c2nc(C)cc(=O)[nH]2)CC1	-6%	i	-13%	1%	-10%
O=C(c1ccccc1F)N1CCC(O)(c2cccnc2)CC1	3%	2.2%	-4%	0%	3%	VEEV TC-83 Vero 10K pilot screen=0.0
Cc1cc2ccccc2nc1SCC(=O)NC1CCCC1	-6%	0.6%	18%	?	nt
(more compounds)
SMILES	PhoP GFP inhibition	VEEV TC-83 Vero	M. tuberculosis	H37Rv inhibition	influenza NS1A	others
Cc1ccc(S(=O)(=O)N2CCN(C(=O)CCc3c[nH]c4ccccc34)CC2)c(C)c1	nt	1.0%	15%	2%	4%
Cc1ccc(CN2CCN(Cc3cn[nH]c3-c3ccccc3)CC2CCO)o1 (configuration not stated)	-5%	1.1%	14%	5%	-14%
O=C(CNC(=O)c1ccc(Br)cc1)NC1CC1	nt	1.2%	-15%	-9%	9%
CCOc1ccc(CN(C(=O)c2cc(=O)c3cc(C)cc(C)c3o2)C2CCS(=O)(=O)C2)cc1 (configuration not stated)	9%	3.2%	9%	11%	-7%
Cc1sc2ncnc(NC(C)C(=O)O)c2c1C (configuration not stated)	-6%	0.1%	-3%	-4%	2%
CN(Cc1c(F)cccc1Cl)C(=O)c1ccc(NC(=O)CC2SC(N3CCCCC3)=NC2=O)cc1 (configuration not stated)	nt	6.9%	38%	-2%	-7%
Nc1nc(Nc2cccc(F)c2)nc(NCCO)c1[N+](=O)[O-]	-1%	6.2%	11%	-2%	-20%
CC(=NC(C)C)C1=C(O)C(C)OC1=O (configuration not stated)	-7%	2.1%	-11%	-3%	-7%
Cc1cccn2c(=O)c3cc(C(=O)NC4CCCC4)c(=N)n(CCc4ccccc4)c3nc12	-70%	1.1%	5%	?	8%
CCN(CCCNS(=O)(=O)c1ccc2c(c1)CCN2C(C)=O)c1cccc(C)c1	11%	2.9%	nt	6%	4%

Entries from the list above that have two or more sulfur atoms:
SMILES	PhoP GFP inhibition	VEEV TC-83 Vero	M. tuberculosis	H37Rv inhibition	influenza NS1A	others
CCc1nnc(NC(=O)CSc2nnc(CCc3nc4ccccc4[nH]3)n2C)s1	2%	5.1%	-15%	-10%	3%
O=S(=O)(c1ccc(F)c(F)c1F)N1CCN(C(=S)NCc2ccccc2)CC1	2%	0.8%	9%	-4%	-3%
COCCNC(=S)Nc1ccc2nsnc2c1	-10%	1.3%	43%	-1%	-6%
CC(=O)Nc1nnc(S(N)(=O)=O)s1	-4%	i	-13%	3%	3%
Cc1cccc(N2CCN(C(=O)c3cccc(NC4=NC5CS(=O)(=O)CC5S4)c3)CC2)c1C (configuration not stated)	-2%	3.1%	18%	1%	2%
O=S(=O)(Nc1ccc(O)c2ccccc12)c1cccs1	4%	0.8%	?	6%	7%
Cc1cc(C(=O)NNC(=S)Nc2ccccc2C)cs1	-6%	i	23%	-17%	0%

Next structures:
SMILES	PhoP GFP inhibition	VEEV TC-83 Vero	M. tuberculosis	H37Rv inhibition	influenza NS1A	others
Oc1ccccc1CN1CCCC(N2CCc3ccccc3C2)C1 (configuration not stated)	4%	0.8%	10%	-3%	5%
O=C(O)c1cnn(-c2nc(-c3cccc([N+](=O)[O-])c3)cs2)c1C(F)(F)F	-12%	1.5%	32%	0%	21%
CCCc1[nH]n(-c2ccc(F)cc2)c(=O)c1C=NCC1CCCO1 (configuration not stated)	-8%	0.4%	nt	-4%	-7%
COc1ccc(OC)c(NC(=O)NC2CCCc3ccccc32)c1 (configuration not stated)	-7%	1.3%	-2%	-8%	-3%
CCOc1ccc(/C=N/NC(=O)c2cc3c(OC)cc(OC)c(OC)c3[nH]2)cc1	5%	10%	26%	-1%	8%
O=S(=O)(Cc1ccccc1)NC1c2ccccc2Oc2ccccc21	nt	i	nt	nt	-3%
C=CCNC(=O)NC(=O)Cn1c(=O)c2c(ncn2CC)n(Cc2ccccc2)c1=O	-6%	i	-14%	5%	-2%
CCOC(=O)C1CCN(S(=O)(=O)c2ccc3c4c(cccc24)C(=O)N3CC)CC1	nt	10.0%	4%	1%	2%
Cc1nnc(NC(=O)CSc2nnnn2Cc2ccccc2)s1	18%	1.8%	-3%	-2%	-11%
CCOC(=O)Cc1csc(NC(=O)c2ccc(Cl)s2)n1	5%	2.6%	67%	50%	-8%
CN(C)c1nc(N2CCN(c3ccc(F)cc3)CC2)c(C#N)c(=O)o1	nt	i	nt	nt	1%
CCOC(=O)N1CCN(C(=O)CSc2nnc(CNC(=O)c3ccccc3F)o2)CC1	6%	0.2%	-4%	0%	-2%
CN(CCCNC(=O)COc1cc(=O)n(C)c2ccccc12)Cc1ccccc1	23%	i	1%	4%	2%
CN1/C(=C\C(=O)C[n+]2cccc(C(N)=O)c2)C(C)(C)c2ccccc21	6%	i	-4%	0%	-4%
CCOC(=O)[C@H]1[C@H]2COc3ccccc3[C@@H]2N2C(=O)c3ccc(C)cc3NC(=O)[C@@]12C	2%	i	18%	2%	0%
COc1ccc(OC)c(CNC(=O)C2CCN(S(C)(=O)=O)CC2)c1	12%	0.2%	-3%	-3%	-2%
Nc1ncnc2c1ncn2[C@@H]1O[C@H](CNCc2ccccc2OCc2ccc(Cl)cc2Cl)[C@@H](O)[C@H]1O	nt	i	26%	-1%	1%
Cc1cc2c(=O)n(Cc3ccco3)c(SCC(=O)N3CCCc4ccccc43)nc2s1	5%	8.9%	28%	3%	5%
CCC(C(=O)NCc1cccc(C)c1)n1nc(C)c2c(C)n(-c3ccccc3)nc2c1=O (configuration not stated)	-10%	0.9%	32%	6%	-4%
Cc1ccc(-c2ccc(C(=O)NCc3ccccc3)o2)c2ccccc12	1%	4.1%	22%	3%	-3%	VEEV TC-83 Vero 10K pilot screen=5.6
CCCCC1CCC(C(=O)NC2CCS(=O)(=O)C2)CC1 (configuration not stated)	-3%	i	14%	1%	6%
COc1ccc(-c2cc(COc3ccccc3)on2)cc1	5%	1.5%	71%	51%	-6%
CC(C)OC(=O)CC(=O)CSc1nc2c(cc1C#N)CCC2	-14%	i	nt	-15%	-3%
COc1ccc(C(=O)NCCc2c[nH]c3ccccc23)cc1[N+](=O)[O-]	-2%	6.4%	0%	1%	3%
Cc1cccc(C(=O)c2ccccc2C(=O)O)c1O	-12%	3.7%	20%	-5%	1%
